Compound activity from PubChem BioAssay.
IEC-6 tox: cytotoxicity in IEC-6 intestinal epithelial cells, primary screen, cytotoxicity control for KLF5 inhibitor project, cell-based, luminescence; inhibition, % at 5 µM; hit rate 0.78% among 290,000; IEC-6 cytotoxicity, luminescence viability; AID 1825, 2009; in the data active means inhibition above about 22%;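 further: 0% = plate median of test compound wells and 100% = cytotoxic reference compound wells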
AI-2 QS mod: Vibrio harveyi AI-2 quorum sensing modulators, primary screen, JMH597 strain, luminescence/OD600 ratio. Vibrio harveyi JMH597 AI-2 luminescence/OD600 ratio, 9 h; stronger effect = lower value; strain lacks LuxN and CqsS sensors; 0 = neutral-control median. activity change, % at 7.5 µM. hit rate 0.4% among 300,000. AID 2094, 2009; in the data active means activity change below about -75%, passing the limit was not always enough;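 further: luminescence divided by OD600 gain over 9 h not by final OD600 alone; inactives centre near 13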
HDAC3 inh: HDAC3 deacetylase inhibitors, primary screen, biochemical, fluorescence, cell-free homogeneous. recombinant HDAC3, fluorogenic peptide/trypsin coupled. inhibition, % at 8.3 µM. hit rate 0.15% among 320,000. AID 2718, 2010; in the data active means inhibition above about 26%, passing the limit was not always enough
Target sequence (O15379 whole entry, looked up): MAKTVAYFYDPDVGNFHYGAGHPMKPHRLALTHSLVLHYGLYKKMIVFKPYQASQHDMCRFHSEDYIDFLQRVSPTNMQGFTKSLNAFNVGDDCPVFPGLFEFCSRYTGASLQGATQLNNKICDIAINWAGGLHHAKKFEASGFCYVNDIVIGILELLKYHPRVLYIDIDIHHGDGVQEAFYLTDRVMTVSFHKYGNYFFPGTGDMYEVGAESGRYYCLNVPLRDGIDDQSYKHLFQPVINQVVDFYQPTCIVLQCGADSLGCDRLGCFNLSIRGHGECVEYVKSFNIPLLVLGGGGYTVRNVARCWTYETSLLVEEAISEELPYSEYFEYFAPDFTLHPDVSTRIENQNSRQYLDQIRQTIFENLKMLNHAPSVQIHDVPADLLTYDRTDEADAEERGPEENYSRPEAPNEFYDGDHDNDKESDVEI
aSyn 5UTR inh: MLPCN primary screen, SNCA 5' untranslated region; alpha-synuclein 5'UTR reporter, inhibitor activity; AID 1813, 2009; inhibition, % (tested at 7.5 µM); hit rate 0.82% among 300,000; in the data active means inhibition above about 60%;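 further: H4 neuroglioblastoma cells stably carrying SNCA 5'UTR luciferase fusion; 0% = DMSO wells and 100% = positive control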
HSP90 inh: HSP90 inhibitors, primary screen, cell lysate, luminescence. Heat shock protein HSP 90 (rabbit reticulocyte lysate; luciferase refolding). Rabbit reticulocyte lysate, luciferase refolding luminescence, 3 h. inhibition, % at 5.6 µM. hit rate 0.91% among 290,000. AID 1789, 2009;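 active means inhibition above the screen-wide mean plus 3 SD, computed separately per campaign, cut at about 16% in these data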;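 further: 0% = DMSO wells and 100% = 60 µM geldanamycin wells; inhibitors lower the luminescence because luciferase stays unfolded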
HSF1 inhib: HSF1 inhibitors in luciferase reporter cells, primary screen, cell-based, NIH3T3, luminescence; activity change, negative = inhibition, % at 7.5 µM (by protocol); hit rate 0.77% among 300,000; NIH3T3-HGL HSE-luciferase, MG132-induced, luminescence 8 h; stronger effect = lower value; AID 2098, 2009;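 active means more than half of replicate wells show activity change below -50%, luminescence cut by over half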;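 further: luciferase reports HSF-1 transcriptional activity via heat shock element; 0% = median of DMSO wells and -100% = zero luminescence signal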
Platelet DG rel: inhibitors of platelet dense granule secretion, primary screen, cell-based, MLPCN, human platelets | human platelet-rich plasma, SFLLRN dense granule ATP release, luminescence | inhibition, %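 (compounds screened at 7.5 µM in platelet-rich plasma)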 | hit rate 0.22% among 300,000;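 active means mean replicate score, as percent of positive control, at or above 50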
KLF5 inh: KLF5 expression inhibitors, primary screen, DLD-1 cells, luminescence; AID 1700, 2009; hit rate 0.23% among 290,000; inhibition, % at 5 µM; DLD-1 KLF5 promoter-luciferase reporter;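 active means inhibition above a per-plate limit of that plate's mean compound inhibition plus 3 SD, cut at about 60% in these data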;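 further: 0% = DMSO wells and 100% = LY294002 at 200 µM; higher means less KLF5 promoter-driven luciferase light; inactives centre near -14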
HSF-1 act: HSF-1 activators, primary screen, NIH3T3-HGL cells, MG132 stress, luminescence, single point | activation, % at 9 µM | AID 504408, 2011 | hit rate 1.7% among 300,000 | NIH3T3-HGL HSF-1 luciferase reporter, 8 h; 100% = twice DMSO control signal;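 active means mean replicate activation of at least 50% with a set share of replicates each reaching 50%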;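 further: 0% = median of the neutral control wells and 100% = twice that signal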
HIF activator: HIF pathway transcriptional activators, primary screen, cell-based, U2OS HRE-luciferase, luminescence. U2OS HRE-luciferase reporter; normalized: DMSO 0%, desferrioxamine 100%. activation, % at 7.5 µM (by protocol). hit rate 0.32% among 300,000. AID 1910, 2009;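 active means mean activation of at least 10% of the iron chelator positive control signal, with at least half of replicates also reaching 10%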
Active calls of the source: *; / = no result given.

SMILES | IEC-6 tox | AI-2 QS mod | HDAC3 inh | aSyn 5UTR inh | HSP90 inh | HSF1 inhib | Platelet DG rel | KLF5 inh | HSF-1 act | HIF activator
CCOc1ccc(CCNC(=O)c2ccc(N3CCCC3=O)cc2)cc1OCC | 3 | 17 | 0 | 9 | 2 | -8 | 0 | -21 | 8 | -0.3
CCOC(=O)N1CCC(N2CCCC(CO)(Cc3ccccc3C)C2)CC1 (stereo not drawn) | -3 | -6 | 5 | -16 | -4 | 2 | -4 | -19 | 14 | -0.2
O=C(NC(=S)Nn1cnnc1)c1ccc(F)cc1Cl | -2 | -4 | 2 | 5 | 1 | -2 | -6 | -15 | 10 | 0.7
O=C(NCCn1cccn1)c1ccc(OC2CCN(C(=O)C3CC3)CC2)cc1 | 0 | 11 | -3 | -14 | 2 | 1 | -3 | -4 | 18 | 0.4
COc1cccc(CN(C)C(=O)C2CCC(=O)N(Cc3cccc(F)c3)C2)c1 (stereo not drawn) | 3 | 16 | 11 | 18 | 0 | 9 | 4 | -18 | 5 | -0.5
COc1cccc(-c2nnc(SCCOc3ccc4c(C)cc(=O)oc4c3)o2)c1 | 1 | 10 | -6 | -13 | -1 | 1 | 6 | 2 | 1 | -0.2
CCCN1CCN(C(=O)Cn2ncc3c([nH]c4ccc(C)cc43)c2=O)CC1 | -4 | -2 | -6 | 3 | -5 | -6 | 1 | -8 | -1 | 0.2
C/C(=N\NC(=O)c1ccccc1)c1c(C)[nH]n(-c2ccccc2)c1=O | 18 | 29 | 7 | 28 | -5 | 4 | -12 | -37 | 9 | 1.6
COc1ccccc1CNC(=O)COC(=O)CSc1ccc(F)cc1 | / | 18 | -3 | -8 | / | 12 | / | / | 29 | 0.5
Cc1cc(NS(=O)(=O)c2ccc(Cl)cc2)nn1CC(=O)NCc1ccco1 | 0 | 29 | 0 | -11 | 0 | -1 | 8 | -12 | -1 | -0.1
O=C(CN1C(=O)NC2(CCCC2)C1=O)Nc1ccccc1F | 5 | 26 | 5 | -12 | 1 | 1 | 0 | 109* | 1 | 0.2
C#CCOCCOCCOCCNc1nc(N2CCN(C(=O)C([C@@H](C)CC)n3cc(C(N)Cc4ccc(O)cc4)nn3)CC2)nc(N2CCN(C(=O)[C@H](CCC(=O)O)n3cc(C(N)CC(C)C)nn3)CC2)n1 (stereo partly drawn) | 4 | -8 | 4 | -9 | 10 | 7 | 0 | -14 | 11 | -0.2
CCC(=O)Nc1cccc(-n2nnnc2SCC(=O)NCc2ccco2)c1 | -6 | 8 | 0 | -4 | -4 | 0 | 1 | -27 | 11 | 0.3
CCNc1nc(NC(C)C)nc(N(n2cnnc2)S(=O)(=O)c2ccc(C)cc2)n1 | 0 | 8 | 1 | 12 | -4 | 8 | -2 | -8 | -1 | 0.3
CCC(C)(C)NC(=O)C1CCN(S(=O)(=O)c2cccs2)CC1 | 2 | 24 | / | 2 | -2 | 8 | 1 | 6 | -11 | 1.5
Cc1nnc(SCC(=O)c2c(N)n(C)c(=O)n(C)c2=O)n1Cc1ccccc1 | 6 | 30 | 3 | 15 | 2 | 1 | -1 | -13 | -2 | 0.0
CCCCNC(=O)c1onc(CSc2cc(C)cc(C)c2)c1C(=O)NCCCC | / | -3 | 2 | -16 | / | -6 | 1 | / | 2 | -0.2
COc1ccc2cc(C3CC(c4ccco4)=NN3S(C)(=O)=O)c(Cl)nc2c1 (stereo not drawn) | 0 | 16 | / | 16 | -2 | 4 | 11 | 12 | 16 | 0.2
CC(C)C(=O)N1CCN(c2ccccc2NC(=O)c2cc([N+](=O)[O-])ccc2N2CCOCC2)CC1 | 5 | 3 | 2 | 15 | -6 | 0 | -1 | 4 | -7 | -0.2
O=C(O)CCCCCN1C(=O)/C(=C\c2cn(-c3ccccc3)nc2-c2cccs2)SC1=S | -1 | 12 | 3 | -14 | 5 | -12 | 6 | 4 | -15 | -0.6
O=C(C1=C(O)C(=O)N(CCCN2CCOCC2)C1c1ccc(Cl)cc1)c1cc2ccccc2o1 (stereo not drawn) | 2 | 29 | 4 | -26 | 1 | 0 | 5 | -2 | 0 | 0.0
CN(c1ccc(C(=O)Nc2cccnc2)cc1)S(C)(=O)=O | 3 | 16 | 1 | / | -2 | / | / | -3 | / | /
CCCCc1ccc(N=N/C(C(=O)Nc2ccc(NC(C)=O)cc2OC)=C(/C)O)cc1 | / | 17 | -1 | 13 | / | -3 | 4 | / | 16 | -0.4
CCC(CC)c1nnc(NC(=O)c2ccc3c(c2)OCO3)s1 | -3 | 26 | 4 | -169 | -4 | 16 | 15 | -92 | 34 | 2.7
CCOc1ccccc1N1CCN(C(=O)NC2CCCCC2)CC1 | 3 | 6 | 1 | 9 | 3 | -6 | -8 | -26 | 5 | -0.7

Next section (two carried over from the part before).
SMILES | IEC-6 tox | AI-2 QS mod | HDAC3 inh | aSyn 5UTR inh | HSP90 inh | HSF1 inhib | Platelet DG rel | KLF5 inh | HSF-1 act | HIF activator
CCC(CC)c1nnc(NC(=O)c2ccc3c(c2)OCO3)s1 | -3 | 26 | 4 | -169 | -4 | 16 | 15 | -92 | 34 | 2.7
CCOc1ccccc1N1CCN(C(=O)NC2CCCCC2)CC1 | 3 | 6 | 1 | 9 | 3 | -6 | -8 | -26 | 5 | -0.7
O=C(CCC1CCCN(C(=O)c2ccc3cc[nH]c3c2)C1)N1CCN(c2ccccn2)CC1 (stereo not drawn) | -5 | 5 | -6 | -28 | 3 | -1 | -1 | -11 | -6 | -1.3
C=CCN(C(=O)Nc1ccc2oc(C)nc2c1)c1ccccc1 | -1 | 10 | -2 | -66 | 8 | -3 | 0 | -90 | -2 | 2.2
N#C/C(=C\C1=C(N2CCOCC2)C(=C\c2ccccc2)/CC1)C(=O)Nc1ccccc1F | -5 | 10 | / | 10 | 2 | 4 | 2 | 0 | 4 | 0.0
O=C1S/C(=C/c2ccc(N3CCOCC3)o2)C(=O)N1Cc1ccc(F)cc1 | -1 | 8 | 6 | -6 | 1 | 103 | 5 | 11 | 155* | 0.2
COC(=O)Nc1csc2c1NC(=O)CCCC2 | -4 | 14 | 5 | -14 | 0 | 5 | 12 | -10 | 11 | -0.9
CCn1cc(CN2CCCC(CNS(=O)(=O)c3cccc4cccnc34)C2)cn1 (stereo not drawn) | 3 | 23 | 8 | -3 | -2 | -2 | 1 | 6 | 2 | 0.0
C=CCN(C(=O)c1oc2c(Cl)cc(C)cc2c1C)C1CCS(=O)(=O)C1 (stereo not drawn) | 7 | 16 | 0 | -71 | -2 | 23 | 9 | -93 | 20 | 3.2
CC(C)CNC(=O)C1CCN(S(=O)(=O)c2ccc3c(c2)OCCO3)CC1 | / | 0 | 0 | -4 | / | 0 | -5 | / | -13 | 1.5
O=C(O)CCCCCNc1ccc2nsnc2c1[N+](=O)[O-] | -1 | 26 | 3 | 4 | 6 | -13 | -22 | -11 | -6 | 0.1
COc1cc(/C=C2\SC(=S)N(Nc3ccccc3)C2=O)ccc1O | 12 | 11 | 11 | -145 | -5 | 39 | 8 | -68 | 31 | 3.0
CCc1cccc(C)c1NC(=O)COC(=O)c1c2c(nc3ccccc13)/C(=C\c1cccs1)CCC2 | 2 | 34 | 3 | -4 | -1 | -10 | -12 | 10 | -12 | -0.3
O=C(Nc1ccccc1-c1nnc(SCc2ccc(Cl)cc2Cl)o1)c1ccccc1 | 5 | 24 | -5 | 11 | 1 | 3 | 5 | -20 | -7 | 0.0
Cc1occc1-c1nnc(SCC(=O)Nc2ccc(F)cc2)n1C | 0 | -3 | 0 | -5 | 3 | -6 | 1 | -17 | 3 | -0.6
Cc1nn(Cc2ccccc2)c(N)c1-c1ccccc1 | 6 | / | 9 | / | 0 | / | / | -6 | / | /
Cn1cc(SCC(=O)Nc2ccc3c(c2)OCCO3)c2ccccc21 | 7 | 38 | 10 | -78 | 0 | 5 | 4 | -43 | -2 | 1.2
C/C(=C\C(=O)c1ccc(Br)cc1)NNC(=O)c1ccccc1 | / | -4 | -11 | -22 | / | -2 | -2 | / | 4 | 2.4
COc1ccc2nc(N(CCN(C)C)C(=O)c3ccc(C(=O)c4ccccc4)cc3)sc2c1 | -3 | 8 | 9 | 6 | 1 | 2 | 5 | -6 | 15 | 1.0
CN(C[C@H](CC1CCCCC1)N(C[C@H](Cc1ccccc1)N(CCc1ccccc1)N=O)N=O)N=O | -2 | 18 | 16 | 25 | 5 | 1 | -3 | -23 | 9 | 0.6
CCCCN1C(=O)C(O)(CC(=O)c2c(C)coc2C)c2ccccc21 (stereo not drawn) | 4 | 28 | 3 | -12 | 0 | -11 | -6 | -15 | -3 | -0.1
CCOc1ccc(OCCCCn2cnc3ccccc3c2=O)cc1 | 0 | 16 | 2 | 21 | -5 | 1 | 20 | 11 | -7 | -0.4
O=C1NC(=Nc2cccnc2)S/C1=C/c1ccc(F)cc1 | 3 | 4 | 2 | -26 | 4 | 6 | -4 | -8 | -6 | 1.0
O=C(NCCN1CCCCCC1)C1CCCN1S(=O)(=O)c1cccc2nsnc12 (stereo not drawn) | 1 | 22 | 5 | 7 | -2 | 1 | 3 | -14 | 9 | -0.4
COC(=O)c1ccc(Sc2ccc(F)cc2)c(N)c1 | 2 | 16 | -13 | -107 | 2 | 3 | 0 | -40 | 7 | 0.3
O=C(CN(CCc1ccccc1)C(=O)CNS(=O)(=O)c1ccc(F)cc1)NCC1CCCO1 (stereo not drawn) | 4 | 22 | 4 | -26 | 4 | -3 | 5 | 1 | -2 | -0.1
COc1cc(OC)cc(-c2nnc(SCC(=O)N3CCCc4ccccc43)o2)c1 | 1 | 22 | -1 | -9 | 2 | 7 | 4 | -4 | 4 | -0.5

Following part:
SMILES | IEC-6 tox | AI-2 QS mod | HDAC3 inh | aSyn 5UTR inh | HSP90 inh | HSF1 inhib | Platelet DG rel | KLF5 inh | HSF-1 act | HIF activator
COc1ccc(NS(=O)(=O)c2cccc(NC(=O)CCC(=O)c3cccs3)c2)cc1 | -8 | 37 | -3 | 7 | 3 | -8 | -30 | -19 | 3 | -1.1
COc1cccc(-c2cc(C(=O)N3CCc4ccccc4C3)[nH]n2)c1 | -10 | 0 | 2 | -68 | 6 | 15 | -5 | -55 | 35 | /
CC(CCC(=O)O)C1CCC2C3CCC4C[C@H](O)CCC4(C)C3CC(=O)C12C (stereo partly drawn) | 0 | 16 | -4 | -10 | 7 | 2 | 6 | -1 | -12 | 1.7
O=C(O)CCCN1C(=O)c2ccc(C(=O)c3cccc([N+](=O)[O-])c3)cc2C1=O | -4 | 45 | 2 | -14 | 3 | -7 | -2 | -11 | -6 | 0.0
COC(=O)c1oc2ccc(Cl)cc2c1N | 4 | 10 | -32 | -42 | -1 | 4 | 5 | -46 | 32 | 2.0
Cc1cccc(N2CCN(S(C)(=O)=O)CC2)c1C | 3 | 20 | -2 | 9 | 3 | -3 | 7 | -14 | 0 | -0.9
Cc1cccc(-c2nnc(SCC#N)n2Cc2ccccc2)c1 | -2 | -53 | 3 | -1 | -2 | -8 | -2 | -8 | -7 | 0.3
